# Screening data: PubChem, Sanford-Burnham Center for Chemical Genomics
# TAG inh: inhibitors of triacylglycerol accumulation, primary screen, cell-based, uHTS, fluorescence, H9c2. H9c2 cells, Nile Red lipid (TAG) fluorescence; cells loaded with 200 µM oleic acid. inhibition, % at 12.5 µM. 0.66% of 230,000 active. AID 651582, 2012;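 active = pattern-corrected inhibition of lipid staining of at least 50% with the nuclear-stain viability signal not falling by more than 50%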;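 note: 0% = DMSO wells and 100% = triacsin C control wells; some results filed as inactive read as strong as hits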
# TAG inh DAPI viability: recorded beside TAG inh, whose call it bears; DAPI nuclei signal change (viability), lower = more cytotoxic, %;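 whole-well DAPI fluorescence read on a plate reader as a viability signal; minus 50 percent equals half of cells still viable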
# An asterisk follows results filed as active; & = joins results of further samples. A portion of the library. The share of hits here may be higher or lower than overall.
SMILES	TAG inh	TAG inh DAPI viability
C[C@@H]1CN([C@H](C)CO)S(=O)(=O)c2ccc(C#CC3CCCCC3)cc2O[C@H]1CN(C)C(=O)Cc1ccncc1	23	-10
C[C@@H]1CN(S(=O)(=O)C(C)(C)C)[C@@H](CCO)/C1=C\c1ccccc1	-7	8
Cc1ccc(-c2nn(-c3ccccc3)cc2/C=C/C(=O)OCC(=O)NC2CC2)o1	20	7
Cc1onc(-c2ccccc2)c1-c1nnc(-c2ccccc2C(F)(F)F)o1	13	-19
CCCCCCCCCCS(=O)(=O)N/N=C/c1ccc(O)cc1	14	-6
CC(C)(C)C(=O)Cn1nnc(-c2ccc(C(F)(F)F)cc2)n1	-1	5
N#Cc1ccc(C23OCCN2CCn2c3c3ccccc3[n+]2[O-])cc1 (stereo not given)	-6	-1
CCN(CC)CP(=O)(c1ccccc1)c1ccccc1	-19	3
O=C(Nc1ccc(OC(F)(F)F)cc1)c1ccccc1-n1cnnn1	-15	3
Cc1ccc(CNC(=O)C23CN(Cc4ccccc4)CC2C(c2ccc([N+](=O)[O-])cc2)=NO3)o1 (stereo not given)	-26	-9
O=C1OCCC1Sc1nc2cc(Cl)ccc2n1Cc1ccccc1 (stereo not given)	-7	3
CCc1ccc(C(=O)c2ccccc2C(=O)O)s1	-8	-7
Cc1ccc2nc(COc3ccc(Cl)cc3)cc(=O)n2c1	2	-5
CCN(CC)S(=O)(=O)c1cc(NC(=O)c2cc([N+](=O)[O-])ccc2N2CCOCC2)ccc1C	23	-6
COc1ccc(CCNC(=S)N(C)C)cc1OC	12	0
O=C(CCCCCCC(=O)NCc1ccccc1)NCc1ccccc1	2	-3
O=C(NC1CCCCC1)N1CCC(n2c(=O)[nH]c3ccccc32)CC1	0	7
O=C(O)C1CCCCC1C(=O)Nc1ccc(F)c(F)c1 (stereo not given)	-1	3
Cc1cc(NC(=O)CSc2nnc(Cn3c(=O)sc4ccccc43)n2-c2ccccc2C)no1	-15	2
Cc1ccc(C)n1-c1cc([N+](=O)[O-])ccc1-n1ccnc1	-3	-5
O=C1CC(NNc2ccccc2)C(=O)N1c1ccccc1 (stereo not given)	10	-9
O=C(CN(c1ccccc1F)S(=O)(=O)c1ccccc1)Nc1ccc2c(c1)OCCO2	11	-13
O=C1CC(N2CCN(c3ccc(F)cc3)CC2)C(=O)N1Cc1cccs1 (stereo not given)	-11	3
CCc1ccccc1N1CC23C=CC(O2)C(C(=O)OCC(C)C)C3C1=O (stereo not given)	17	-5
O=C(CCC(=O)N(CC(=O)NC1CCCCC1)Cc1cccs1)Nc1ccccn1	8	-9
CCC(=O)N1c2ccc(S(=O)(=O)CCC(=O)NC3CCCC3)cc2CC1C (stereo not given)	-1	9
COc1cc(OC)cc(-c2nnc(NC(=O)CCS(=O)(=O)c3ccccc3)o2)c1	-20	7
CN1N=C(C(=O)N=c2sc3ccccc3n2C)CCC1=O	0	7
Nc1c(Br)cc2c(c1Br)C(O)c1ccccc1-2 (stereo not given)	-12	-2
O=C(O)Cc1ccc(-c2ccccc2-c2ccccc2)cc1	-17	8
CCOC(=O)c1ccc2nc(C)c(C)nc2c1	11	-6
O=C(NCC(=O)N1CCCC(C(F)(F)F)C1)c1ccccc1Br (stereo not given)	-13	6
Clc1cnc(N/N=C/c2cccs2)c(Cl)c1	1	-2
CC(=O)Nc1ccc(S(=O)(=O)NNC(=O)COc2cc(C)ccc2C(C)C)cc1	5	-12
CCC(CC)NC(=O)CSc1nnc(-c2ccc(OC)cc2)n1C(C)C	12	5
CC(O)[C@H]1CC[C@H]2[C@@H]3CC[C@H]4C[C@@H](O)CC[C@]4(C)[C@H]3C(=O)C[C@]12C (stereo not given in full)	11	-9
COc1ccc(/C=C/C(=O)c2cc(Cl)ccc2O)c(OC)c1	-16	-4
Cc1sc2ncnc(OCC(=O)NC3CCS(=O)(=O)C3)c2c1C (stereo not given)	-1	4
O=S(=O)(Nc1ccccc1N1CCOCC1)c1ccc(F)c(Cl)c1	-1	-1
Cc1ccccc1NC(=O)Nc1nc(C(N)c2ccccc2)cs1 (stereo not given)	6	3

# Reprinted at random: 6 entries already listed, in no set order.
SMILES	TAG inh	TAG inh DAPI viability
CC(=O)Nc1ccc(S(=O)(=O)NNC(=O)COc2cc(C)ccc2C(C)C)cc1	5	-12
CCC(CC)NC(=O)CSc1nnc(-c2ccc(OC)cc2)n1C(C)C	12	5
CC(O)[C@H]1CC[C@H]2[C@@H]3CC[C@H]4C[C@@H](O)CC[C@]4(C)[C@H]3C(=O)C[C@]12C (stereo not given in full)	11	-9
COc1ccc(/C=C/C(=O)c2cc(Cl)ccc2O)c(OC)c1	-16	-4
CCc1ccccc1N1CC23C=CC(O2)C(C(=O)OCC(C)C)C3C1=O (stereo not given)	17	-5
O=C(CCC(=O)N(CC(=O)NC1CCCCC1)Cc1cccs1)Nc1ccccn1	8	-9

# Six compounds out of the list, arranged by SMILES length, falling:
SMILES	TAG inh	TAG inh DAPI viability
CC(O)[C@H]1CC[C@H]2[C@@H]3CC[C@H]4C[C@@H](O)CC[C@]4(C)[C@H]3C(=O)C[C@]12C (stereo not given in full)	11	-9
O=C(CN(c1ccccc1F)S(=O)(=O)c1ccccc1)Nc1ccc2c(c1)OCCO2	11	-13
O=C(NCC(=O)N1CCCC(C(F)(F)F)C1)c1ccccc1Br (stereo not given)	-13	6
Cc1ccccc1NC(=O)Nc1nc(C(N)c2ccccc2)cs1 (stereo not given)	6	3
O=C(O)Cc1ccc(-c2ccccc2-c2ccccc2)cc1	-17	8
Clc1cnc(N/N=C/c2cccs2)c(Cl)c1	1	-2

# New compounds follow
SMILES	TAG inh	TAG inh DAPI viability
COc1ccc(/C(N)=N/OC(=O)c2c(-c3ccccc3Cl)noc2C)cc1OC	-4	-10
COc1ccccc1NC(=O)C1CCCN(S(=O)(=O)c2cnc[nH]2)C1 (stereo not given)	10	-1
CCOc1ccc(OCCC(=O)OCC(=O)NCc2ccccc2)cc1	9	-3
Cc1[nH]n(-c2ccccc2)c(=O)c1N=Nc1ccccc1C(=O)N1CCCCC1	6	-5
C[C@]12CCC(=O)C=C1CC[C@@H]1[C@@H]2[C@@H](O)C[C@@]2(C)[C@H]1CC[C@]2(O)C(=O)COC(=O)CCC(=O)O	32&12	3&23
O=C(NN=Cc1ccccc1C(=O)O)C(=O)NN=Cc1ccccc1C(=O)O	-1	12
CCn1c(COc2ccc(OC)cc2)nc2ccccc21	-30	9
C[C@]12C(=O)N(c3cccc(Cl)c3)C(=O)N1[C@@H]1c3ccccc3OC[C@@H]1[C@H]2c1ccccc1	-11	-8
Cc1ccc(C)c(OCC(=O)NC(Cc2c[nH]c3ccccc23)C(=O)O)c1 (stereo not given)	-4	-7
Cc1ccc(C(=O)C2C(=O)C3CCC2C3)cc1 (stereo not given)	-16	-9
CCCNc1ncnc2onc(C)c12	-14	-1
Cc1noc(C)c1C(=O)N1CCC1(C)C(=O)NS(=O)(=O)c1ccc(F)cc1F (stereo not given)	-5	2
COc1ccc(/C=C/CN2CCN(Cc3cccc(OC)c3)C(CCO)C2)cc1 (stereo not given)	1	3
CC1(C)CC(=O)C(Sc2ccccc2)=C(O)C1	8	-5
CC(C)Oc1ccc(CCc2n[nH]c(=S)n2-c2ccccc2)cc1	7	0
Cc1nc2ccccc2c2oc(C(=O)NCCCN3CCC(C)CC3)cc12	9	-17
Cc1onc(-c2ccccc2)c1C(=O)Nc1nnc(N(C)Cc2ccccc2)s1	7	4
COc1cc(C=NNc2ccc(S(=O)(=O)Nc3ccccc3C(=O)O)cc2[N+](=O)[O-])ccc1O	1	5
COc1cccc(NC(=O)COC(=O)CC(NC(N)=O)c2ccc(Cl)cc2)c1 (stereo not given)	-23	9
CN=C1S/C(=C\c2ccc(N3CCOCC3)c(F)c2)C(=O)N1C	10	-16
CCCCN1C(=O)CC2CCOC21C (stereo not given)	1	0
Cc1cccc(C(=O)Nc2oc(-c3ccccc3)cc2C#N)c1	38	-3
C#CCOCCOCCOCCNc1nc(N2CCN(C(=O)[C@H](Cc3ccc(O)cc3)n3cc(C(N)CC(C)C)nn3)CC2)nc(N2CCN(C(=O)[C@H](CCC(=O)O)n3cc(C(N)[C@H](C)CC)nn3)CC2)n1 (stereo not given in full)	-12	4
S=c1[nH]nc(CNc2ccc(Cl)cc2)n1Cc1ccccc1	1	2
O=C(Cc1ccc(-n2cccc2)cc1)NCc1ccccc1Cl	11	4
CC(C)(C)Nc1nc(OCC(F)(F)F)nc(OCC(F)(F)F)n1	1	-5
Cc1cccc(C(=O)NNC(=O)c2ccccc2O)c1	-3	0
Cc1cccc(Cn2nc(C(C)(C)C)cc2C(=O)Nc2ccc(F)cc2)c1	45	-11
CN(CC(=O)Nc1ccccc1C(F)(F)F)C(=O)c1ccccc1Sc1ccccc1C#N	11	-7
CCOc1cc(S(=O)(=O)n2ccc(C)n2)ccc1Br	-8	-14
COc1ccc(NC(=O)N(C)C[C@H]2Oc3ncc(Br)cc3C(=O)N([C@H](C)CO)C[C@@H]2C)cc1	-6	-6
COc1ccc(OC)c(C(=O)N(C[C@H]2CC[C@@H]([C@@H]3CC[C@H](CO)O3)O2)C(C(=O)NC(C)(C)C)c2ccc(-c3ccccc3)cc2)c1 (stereo not given in full)	7	-9
CC#C[C@@H](CC)c1ccc2ccn(C)c2c1	-24	-7
CC(=O)NCCC1CCCCN1Cc1nc(Cc2cccc(C(F)(F)F)c2)no1 (stereo not given)	1	-10
Cc1cc(C)nc(SCc2ccc([N+](=O)[O-])cc2)n1	-8	7
O=C(NCc1ccco1)c1cccc(Nc2nc3ccc(Br)cc3[nH]2)c1	-11	-7
CNC(=O)COC(=O)c1cc(SC)ccc1Cl	5	6
O=C(COc1ccccc1O)N1CCN(C(=O)c2ccco2)CC1	4	11
COCC1=C(C(=O)OC)C(c2cccs2)n2ncnc2N1 (stereo not given)	-4	8
O=C(Nc1ccc(Cl)c(Cl)c1)OCc1cnc(Cl)s1	27	-36
Cc1cc(-c2nc3ncccc3o2)ccc1NC(=O)c1ccc([N+](=O)[O-])o1	-13	0
COc1ccc(S(=O)(=O)N(CC(=O)NCc2cccnc2)C2CCCCC2)cc1OC	-1	-1
Cc1ccc(S(=O)(=O)Nc2ccc(O)c3ncccc23)cc1	21	2
CCCCCN(C(=O)CCC(=O)OCc1cc(C)ccc1C)c1c(N)n(CCCC)c(=O)[nH]c1=O	8	-1
COc1cccc(N(Cc2nnc3n2CCCCC3)C(=O)Nc2ccccc2F)c1	10	-12
COc1ccc(C(C(=O)NC(C)(C)C)N(C(=O)CNC(=O)c2cccs2)c2ccc(NC(C)=O)cc2)cc1OC (stereo not given)	-7	3
O=S(=O)(c1ccc(F)c(F)c1F)N1CCN(C(=S)NC2CC3CCC2C3)CC1 (stereo not given)	1	3
CC(=O)Nc1ccc(-n2c(C)c(C(C)=O)c(C(C)=O)c2C)cc1	-2	-5
COc1ccc(N(Cc2cc3ccc(C)cc3[nH]c2=O)C(=O)C2CCCO2)cc1 (stereo not given)	5	4
C=CCC[C@H](Cc1ccc(F)cc1)C(=O)OC[C@H]1CCCN1C(=O)[C@@H](CC=C)CC(=O)NCCO	10	-7
CCCCCC(=O)NNC1=NCC(Cc2cccc(Cl)c2)S1 (stereo not given)	-19	-3
Cc1ccc(CN2C(=O)C(C)Nc3ncnc(N4CCN(c5ccccn5)CC4)c32)cc1 (stereo not given)	10	-4
CCCCCCCCN1N=N[C@H]2[C@H]1[C@@H]1C[C@H]2N(C(=O)OC(C)(C)C)O1	-13	1
O=C(/C=C/c1ccccc1)N/C(=C/c1ccccc1)C(=O)NCCO	10	-12
CCOc1ccccc1C(=O)NC(C(=O)NCc1ccccc1OC)C(C)C (stereo not given)	-25	-8
C[C@H]1CN([C@@H](C)CO)S(=O)(=O)c2ccc(Br)cc2O[C@H]1CN(C)S(=O)(=O)c1ccccc1	5	4
Cc1ccccc1C(=O)N(Cc1nc2ccccc2c(=O)[nH]1)C1CCCC1	-10	0
O=C1C(Cl)=C(N2CCC(C(=O)O)CC2)C(=O)c2ccccc21	6	1
Nc1nc(Cl)cc(Oc2ccc(Cl)cc2)n1	-18	-1
O=c1[nH]cnc2c1nc(SCc1ccccc1)n2C1OC(CO)C(O)C1O (stereo not given)	4	4

# Other compounds
SMILES	TAG inh	TAG inh DAPI viability
CN(c1ccc(C(=O)Nc2cccnc2)cc1)S(=O)(=O)c1ccc(Cl)cc1	10	5
COc1ccc(-c2ccc(C(=O)O)o2)c([N+](=O)[O-])c1	4	5
Cc1c2cnn(-c3ccccc3)c(=O)c2c(C)n1CCCC(=O)NCCN1CCN(C)CC1	9	-12
Cc1cc(C)cc(C(=O)NCC(=O)OC(C)C(=O)N(C)c2ccccc2)c1 (stereo not given)	11	-14
CC(=O)OCC1(C)CN(c2ccccc2)N(C(C)=O)C1=O (stereo not given)	-5	-8
Cc1ccc(C(=O)c2coc3ccc(OCC(=O)O)cc23)cc1	-13	3
Cc1nc(-c2cccc(NC(=O)c3ccc(-n4nccc4C)cc3)c2)cs1	4	0
O=C/C(=C\Nc1ccc(C(=O)N2CCOCC2)cc1)c1nc2ccccc2o1	1	0
COc1ccc(CCCNC(=O)C2Cc3c(-c4cccc(C(C)=O)c4)ccnc3O2)cc1 (stereo not given)	48	-44
c1ccc(CCC2Cc3ccccc3N2)cc1 (stereo not given)	1	-4
O=C1NC(=O)C(CC(=O)N(Cc2ccco2)C2(C(=O)NC3CCCC3)CCCCC2)N1 (stereo not given)	-1	-13
